High-throughput results from PubChem.
EBNA-1 inh: blocks EBNA-1 binding to DNA. EBNA-1 DNA binding, fluorescence polarization. inhibition, % at 14.8 µM. 300,000 compounds, 0.34% hits. AID 1950; in the data active = inhibition above about 28%
MEP2 TOR yeast: yeast TOR pathway MEP2-GFP modulation. S. cerevisiae MEP2-GFP strain, flow cytometry GFP, 3 h; 100% = DMSO control level. GFP response vs DMSO, % at 10 µM. 330,000 compounds, 0.51% hits. AID 2016;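 active = GFP response versus DMSO above a set limit, roughly screen mean plus 3 SD, cut at about 180% in these data; inconclusive = fewer than 70 cells counted for a yeast strain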;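 note: median GFP fluorescence of the barcode-gated MEP2-GFP cells per well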
RPL19A-GFP yeast: modulators of TOR pathway RPL19A-GFP in S. cerevisiae; S. cerevisiae RPL19A-GFP strain, flow cytometry, 3 h; stronger effect = lower value; percent response vs DMSO, % at 10 µM; 330,000 compounds, 0.3% hits;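 active = percent response vs DMSO below 50%; inconclusive = fewer than 70 events counted for the yeast strain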;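 note: median channel GFP fluorescence of the barcoded RPL19A-GFP strain; ratio of sample median GFP to plate DMSO average so 100% = DMSO; lower means less RPL19A-GFP as with rapamycin TOR inhibition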
AHR act: activates the human aryl hydrocarbon receptor | activation, % at 5 µM | AID 2796 | P35869 | AHR-responsive luciferase reporter cells, luminescence | 320,000 compounds, 2.5% hits; in the data active = activation above about 47%;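 note: 0% = vehicle wells and 100% = reference agonist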
proCasp3 act: procaspase-3 (human) activation | P42574 | 330,000 compounds, 0.11% hits | recombinant procaspase-3 D3A, Ac-DEVD-pNA absorbance 405 nm | activation, % at 8.5 µM;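 active = activation above the mean of all tested compounds plus 3 SD, cut at about 21% in these data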;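 note: 0% = DMSO alone and 100% = DMSO wells spiked with extra 5 µM PC-3 D3A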
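Assay system – Procaspase-3 D3A mutant · Benchmarks – DMSO low control, extra-enzyme high control · Technique – 405 nm absorbance of p-nitroaniline, reads at 0 and 120 min · Doses – 8.5 µM nominal · Measure – % activation between DMSO and enzyme-spiked controls · Also added – Ac-DEVD-pNA chromogenic peptide substrate · Schedule – 1 h compound preincubation, 2 h substrate hydrolysis at 25 °C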
ZTA DNA inh: blocks Epstein-Barr virus ZTA, an EBNA-1 counter-screen. ZTA-DNA binding, fluorescence polarization. inhibition, % at 11 µM. 320,000 compounds, 0.15% hits. AID 2234; in the data active = inhibition above about 33%
proCasp7 act: activates human procaspase-7, counter-screen for procaspase-3 activators. recombinant procaspase-7, Ac-DEVD-pNA absorbance 405 nm; D23A/D198A/D206A triple mutant, cannot self-cleave; scale: DMSO 0, 5 µM enzyme 100. P55210. 330,000 compounds, 0.093% hits. activation, % at 8.5 µM;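 active = percent activation above the screen-wide mean plus 3 SD, cut at about 25% in these data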
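buffer or medium = Zinc-free HEPES/NaCl buffer, pH 7.4 | material = Procaspase-7 triple mutant (PC-7 D3A) | input = 2 µM procaspase-7 mutant as dispensed | signal = Epi-absorbance of released pNA at 405 nm, two timepoints | timing = 1 h preincubation, 2 h reaction | replicates = singlicate compound testing | evaluation = % activation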
LAP4-GFP MLPCN: modulators of TOR pathway LAP4-GFP in S. cerevisiae. S. cerevisiae LAP4-GFP multiplex, flow cytometry GFP, 3 h; median GFP as percent of DMSO wells. GFP response vs DMSO, % at 10 µM. 320,000 compounds, 0.34% hits;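 active = GFP response vs DMSO above a set limit, about the screen mean plus 3 SD, cut at about 150% in these data; inconclusive = under 70 cell events counted for the yeast strain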
* marks the source's active call; other numbers are inactive results; u = inconclusive; x = no result given.

SMILES | EBNA-1 inh | MEP2 TOR yeast | RPL19A-GFP yeast | AHR act | proCasp3 act | ZTA DNA inh | proCasp7 act | LAP4-GFP MLPCN
CC(C)(C)OC(=O)C[C@@H]1C/C=C\C[C@H](CC(=O)NCCO)C(=O)NC[C@@H](c2ccccc2)OC1=O | x | 101 | 100 | 1 | 3 | x | 10 | 123
COc1cccc(C2N(c3ccccn3)C(=O)C3CCCN32)c1OC (stereo unspecified) | -1 | 102 | 100 | 0 | 3 | 5 | 8 | 95
COc1ccc(NC(=O)c2scc(S(=O)(=O)C(C)C)c2N)cc1 | -10 | 105 | 104 | 7 | 5 | 0 | 8 | 110
Cc1ccc2c(c1)-c1c(ssc1=S)C(C)(C)N2C(=O)c1ccco1 | -13 | 100 | 100 | 2 | -14 | -5 | -26 | 124
CN1CCN(c2ccc(C(=O)c3ccc(Br)cc3)cc2[N+](=O)[O-])CC1 | -15 | 98 | 98 | 10 | 2 | -2 | -9 | 88
Cc1nc(N2CCCCC2C)c2c(C)c(C(=O)Nc3ccccc3C(F)(F)F)sc2n1 (stereo unspecified) | 8 | 99 | 112 | -1 | -1 | 3 | 9 | 105
COc1ccc(CNC(=O)C2CCN(S(=O)(=O)N3CCOCC3)CC2)cc1 | -21 | 97 | 93 | 4 | 2 | 5 | -5 | 88
CCOc1ccc(C(=O)Nc2ccccc2C#N)cc1[N+](=O)[O-] | 1 | 96 | 99 | -3 | 1 | 16 | 4 | 94
CC(C)(C)c1ccc(NC(=O)COC(=O)C2(C)CC2(Cl)Cl)cc1 (stereo unspecified) | 3 | 115 | 104 | 6 | 0 | 5 | 8 | 92
COc1ccc(CC(=O)NNC(=O)COc2ccc(Cl)cc2C)cc1S(=O)(=O)N1CCOCC1 | x | 103 | 99 | 0 | 10 | -2 | 1 | 102
CCOc1ccc(C(C)NC(=O)c2cccc(F)c2)cc1 (stereo unspecified) | 4 | 99 | 101 | 1 | 5 | 7 | -11 | 100
O=C1OCCC1Sc1nnc(-c2ccc3c(c2)OCO3)n1-c1ccccc1 (stereo unspecified) | 4 | 106 | 97 | -1 | 0 | 1 | 1 | 101
N#Cc1cccc(NC(=S)Nc2ccccc2)c1 | -5 | 100 | 96 | 6 | -3 | -18 | 10 | 90
CCOc1ccccc1NC(=O)Nc1cc(C(=O)O)ccc1C | -4 | 104 | 104 | -1 | -1 | -1 | 0 | 108
COc1cc(Cl)cc(C2NC(=S)NC(c3ccccc3)=C2C(C)=O)c1OCC(=O)O (stereo unspecified) | -8 | 93 | 92 | 18 | -11 | 3 | -11 | 85
CC(C)n1cc([C@@H]2C[C@H]3CN(Cc4cccc(Cl)c4)C(=O)[C@]34CCCN24)cn1 | -9 | 101 | 96 | 1 | 5 | 0 | 3 | 101
COc1ccccc1CC(=O)Nc1ccc([N+](=O)[O-])cc1O | -2 | 99 | 101 | 30 | -9 | -15 | -4 | 98
CCOC(=O)c1cc(-c2ccccc2)n(CC(=O)Nc2ccc(OCC)cc2)c1C | -10 | x | x | -4 | -1 | 16 | 2 | x
Cc1ccccc1NC(=S)Nc1ccc(Br)cc1 | 19 | 107 | 104 | 2 | 4 | 9 | 4 | 92
CCOC(=O)C1(CC2CC2)CCN(Cc2ccc(OC)cc2F)CC1 | -1 | 102 | 101 | 0 | 6 | 8 | -6 | 96
CNC(=O)Cn1c(C)cc(=O)c2cccc(OC)c21 | 0 | 107 | 103 | 1 | -2 | 2 | 9 | 116
COc1ccc([C@@H]2[C@@H]3C(=O)N(C(C)(C)C)C(=O)[C@@H]3[C@]3(Cc4ccc(Cl)cc4)C(=O)N(c4cccc(F)c4)C(=O)N23)cc1 | -12 | 99 | 102 | 0 | 6 | -21 | 2 | 94
Cc1cc(OCC(=O)Nc2ccc(Br)cc2)cc2c1C(=O)CC(C)(C)O2 | -6 | 93 | 92 | 3 | -5 | -17 | -1 | 106
COc1ccccc1CNC(=O)COc1ccc(C)nc1[N+](=O)[O-] | -8 | 96 | 96 | 8 | 1 | -11 | 8 | 117
CC(=O)c1cc2c(=O)c3cc(C)ccc3oc2nc1C | 5 | u | u | -2 | 4 | -14 | -9 | u
Cc1ccc(CCNC(=O)C23CN(Cc4ccccc4)CC2C(c2ccc([N+](=O)[O-])cc2)=NO3)cc1 (stereo unspecified) | 1 | 95 | 103 | 1 | -4 | 1 | 1 | 109
Cc1ccc(N2CC(C(=O)N3CCc4ccccc43)CC2=O)cc1 (stereo unspecified) | -5 | 92 | 94 | 7 | -4 | -6 | 4 | 100
Cc1nn2c(Nc3ccc(F)cc3)c3c(nc2c1-c1ccccc1)CCC3 | -8 | 101 | 108 | 4 | -2 | -11 | -2 | 96
CC(C)(C)C(=O)Nc1nnc(COc2ccc(Cl)cc2)s1 | -4 | 103 | 102 | 5 | -10 | 6 | 12 | 117
Oc1ccccc1C1=Nc2nc3ccccc3n2C(c2ccccc2)C1 (stereo unspecified) | 2 | 105 | 96 | 43 | -7 | 3 | -4 | 93
COc1cccc(OC)c1/C=C/C(=O)NC1CCCCC1 | -8 | 97 | 98 | 0 | -8 | -3 | 9 | 99
Cc1ccc(S(=O)(=O)c2nc(S(C)(=O)=O)sc2N2CCCCC2C)cc1 (stereo unspecified) | -15 | 111 | 104 | -1 | 4 | -7 | -4 | 87
COc1ccc(N2CCN(C(=O)CSc3nnc(C)c(=O)[nH]3)CC2)cc1 | 4 | 111 | 109 | 0 | -1 | -1 | -1 | 101
CC(C)C(=O)N=C1SC2CS(=O)(=O)CC2N1Cc1ccccc1 (stereo unspecified) | 14 | 109 | 99 | 0 | 0 | 23 | 3 | 91
CCC(=O)C1CCCN(C(=O)c2ccc(OC3CCN(C(=O)c4cccnc4)CC3)cc2)C1 (stereo unspecified) | 5 | 102 | 101 | 1 | 0 | -6 | -2 | 110
COc1ccc(NC(=O)Cn2c(=O)sc3ccccc32)cc1 | 5 | 91 | 86 | 1 | -1 | 10 | 7 | 86
NC(=O)N/N=C/c1c(F)cccc1F | 3 | 117 | 105 | 1 | 9 | -1 | -4 | 111
O=C(c1cc(Br)ccc1Cl)N1CCCC1 | 2 | 105 | 97 | 1 | 2 | -6 | 1 | 112
O=C(O)CCCNC(=O)/C(=C\c1ccc(Cl)cc1)NC(=O)c1ccccc1Br | -22 | 106 | 101 | 1 | -2 | -6 | -4 | 102
CC(=O)Nc1ccc(OCC(O)CN2C(C)(C)CC(O)CC2(C)C)cc1 (stereo unspecified) | 0 | 102 | 109 | -2 | 2 | 14 | 1 | 94

Grouped by structure, the entries above with a cyano group
SMILES | EBNA-1 inh | MEP2 TOR yeast | RPL19A-GFP yeast | AHR act | proCasp3 act | ZTA DNA inh | proCasp7 act | LAP4-GFP MLPCN
CCOc1ccc(C(=O)Nc2ccccc2C#N)cc1[N+](=O)[O-] | 1 | 96 | 99 | -3 | 1 | 16 | 4 | 94
N#Cc1cccc(NC(=S)Nc2ccccc2)c1 | -5 | 100 | 96 | 6 | -3 | -18 | 10 | 90

Structural class: the entries above with a COOH group (three)
SMILES | EBNA-1 inh | MEP2 TOR yeast | RPL19A-GFP yeast | AHR act | proCasp3 act | ZTA DNA inh | proCasp7 act | LAP4-GFP MLPCN
CCOc1ccccc1NC(=O)Nc1cc(C(=O)O)ccc1C | -4 | 104 | 104 | -1 | -1 | -1 | 0 | 108
COc1cc(Cl)cc(C2NC(=S)NC(c3ccccc3)=C2C(C)=O)c1OCC(=O)O (stereo unspecified) | -8 | 93 | 92 | 18 | -11 | 3 | -11 | 85
O=C(O)CCCNC(=O)/C(=C\c1ccc(Cl)cc1)NC(=O)c1ccccc1Br | -22 | 106 | 101 | 1 | -2 | -6 | -4 | 102

The list continues.
SMILES | EBNA-1 inh | MEP2 TOR yeast | RPL19A-GFP yeast | AHR act | proCasp3 act | ZTA DNA inh | proCasp7 act | LAP4-GFP MLPCN
CC(C)OP(=O)(OC(C)C)C1(O)C(=O)Nc2ccc(Br)cc21 (stereo unspecified) | -2 | 87 | 89 | 13 | 6 | -19 | 0 | 88
CC(C)Sc1cc(N2CCCC2)nc(-c2ccc(F)cc2)n1 | -14 | 101 | 90 | 9 | -3 | -42 | 6 | 96
OCc1ccccc1OCCCOc1cccc2cccnc12 | -9 | 105 | 95 | 2 | 8 | -3 | -2 | 88
O=c1onc(-c2ccccc2)n1-c1cc(Cl)cc(Cl)c1 | 4 | 96 | 95 | 0 | -5 | 1 | 7 | 101
COC(=O)c1nn(-c2cccc(C)c2)c2nnc(Cc3ccccc3)c(=O)n12 | -7 | 90 | 106 | 15 | 0 | -13 | 7 | 85
CN1C(=O)/C(=C\c2cc(N=Nc3ccccc3)ccc2O)SC1=S | -6 | 107 | 97 | 12 | -2 | -13 | 0 | 104
CC(C)(C)c1nnc(NC(=O)Nc2ccc(Cl)cc2)s1 | 6 | 108 | 106 | 12 | -3 | 0 | -1 | 113
Cc1ccc(N(CCC#N)C(=O)CN2C(=O)NC(Cc3ccccc3)C2=O)cc1 (stereo unspecified) | -8 | 92 | 98 | 6 | -11 | 1 | 3 | 106
CCN(CC)CC(=O)Nc1c(C)cc(C(C)(C)C)cc1C | 2 | 92 | 90 | 4 | -8 | -10 | 9 | 89
CCOc1ccc(OCC(=O)Nc2ccccc2C(F)(F)F)cc1 | 5 | 100 | 99 | 2 | -1 | 6 | -6 | 113
O=c1nc(N/N=C/c2c[nH]c3ccccc23)cn[nH]1 | -1 | 93 | 97 | 32 | -3 | -4 | -7 | 102
Cn1c(N)c(C(=O)COC(=O)COc2ccc3ccccc3c2)c(=O)n(C)c1=O | -4 | 101 | 104 | 6 | 2 | -1 | -2 | 109
COc1ccc(-c2noc(C3CCCN(C(=O)c4cccc(F)c4)C3)n2)cc1 (stereo unspecified) | 9 | 107 | 102 | -3 | 1 | 6 | 1 | 93
CCSc1ccccc1C(=O)N1CCN(c2ccc([N+](=O)[O-])cc2)CC1 | 5 | 109 | 95 | 1 | 6 | 9 | -10 | 120
O=C(CCCn1c(=O)[nH]c2ccsc2c1=O)N1CCN(c2ccccn2)CC1 | 14 | 97 | 99 | 14 | 12 | -9 | 8 | 107
Cc1cnc(CNC(=O)C2CCC(=O)N(Cc3ccc(Cl)cc3)C2)[nH]1 (stereo unspecified) | 1 | 99 | 110 | 3 | 10 | -17 | 6 | 74
COc1cc2c(cc1OC)C(C)N(C(=O)c1nccnc1C(=O)O)CC2 (stereo unspecified) | 0 | 87 | 90 | 0 | 7 | 2 | 4 | 101
CC(C)Oc1nnnn1-c1ccccc1 | 0 | 114 | 104 | 1 | 6 | -4 | 6 | 114
Cc1cc(N/N=C/c2c(O)ccc3ccccc23)nc(-c2ccccc2O)n1 | 49* | 105 | 99 | 42 | 2 | 12 | 2 | 102
COc1ccc(-n2c(SCC(=O)Nc3ccc4c(c3)OCO4)nnc2C(C)N2CCCCC2)cc1 (stereo unspecified) | -8 | 105 | 101 | 3 | 8 | -10 | 10 | 123
COC(=O)c1ccc(OC(=O)C2CSC3(C)CCC(=O)N23)cc1 (stereo unspecified) | 6 | 98 | 96 | -1 | 3 | 3 | -2 | 95
COc1ccccc1N=c1scc(-c2ccc3c(c2)NC(=O)CO3)n1CC1CCCO1 (stereo unspecified) | -14 | 91 | 92 | 2 | 7 | -4 | -2 | 88
CC(=O)N(O)CCCCCNC(=O)CCC(=O)N(O)CCCCCNC(=O)CCC(=O)N(O)CCCCCN | 6 | 101 | 103 | 2 | 7 | 9 | -2 | 98
COc1ccc2nc(C(F)(F)Cl)c(C#N)c(N)c2c1 | 0 | 106 | 98 | 7 | -1 | -13 | 9 | 134

Rows are unselected; about 3.8% have a hit in one of these screens.
